FLuc act counter: FLuc activators, initial screening, artefact control for FLuc-dependent activation tests, biochemical, ATPlite luminescence | ATPlite luciferase biochemical, 10 min; 0 = ATP-free wells, 1 = DMSO control | Luciferin 4-monooxygenase (Photinus pyralis), P08659 | 200,000 tested, under 10 active | activation factor at 10 µM;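 active = luciferase activation factor, scaled between plate controls, of at least 2 with compound at 10 µM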
Target sequence (P08659 whole entry, looked up): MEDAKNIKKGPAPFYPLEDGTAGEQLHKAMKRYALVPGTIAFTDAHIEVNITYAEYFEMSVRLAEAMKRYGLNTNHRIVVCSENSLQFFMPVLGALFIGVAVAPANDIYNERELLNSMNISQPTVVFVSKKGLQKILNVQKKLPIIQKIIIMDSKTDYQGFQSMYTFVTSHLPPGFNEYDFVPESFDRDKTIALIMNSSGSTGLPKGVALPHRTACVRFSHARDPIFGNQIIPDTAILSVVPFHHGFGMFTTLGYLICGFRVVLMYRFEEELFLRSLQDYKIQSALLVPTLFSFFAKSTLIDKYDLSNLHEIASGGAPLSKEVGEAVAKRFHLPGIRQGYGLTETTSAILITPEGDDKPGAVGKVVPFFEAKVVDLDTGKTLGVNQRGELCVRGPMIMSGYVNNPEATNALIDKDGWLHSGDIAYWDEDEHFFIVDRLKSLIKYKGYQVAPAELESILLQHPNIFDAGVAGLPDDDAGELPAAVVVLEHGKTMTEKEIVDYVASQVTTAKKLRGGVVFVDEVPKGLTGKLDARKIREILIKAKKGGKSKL
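Material: Luciferase/luciferin reagent mix | Doses: Test compounds dosed from 2 mM stocks in 100% DMSO | Timing: 10 min incubation after luciferase reagent addition, room temperature | Measured by: Luminescence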
TNAP inh hi DEA: human TNAP enzyme inhibitors, primary screen, biochemical, luminescent, high phosphate acceptor level, uHTS. Alkaline phosphatase, tissue-nonspecific isozyme (Homo sapiens), P05186. purified TNAP, CDP-star luminescence, 1 M DEA. inhibition, % at 20 µM. 200,000 tested, 0.03% active. AID 1135, 2008;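 active = over 50% inhibition of tissue-nonspecific alkaline phosphatase at 20 µM in the single-dose screen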;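 note: plate controls were DMSO wells for no effect and EDTA-quenched wells as full inhibition for full effect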
Target sequence (P05186 whole entry, looked up): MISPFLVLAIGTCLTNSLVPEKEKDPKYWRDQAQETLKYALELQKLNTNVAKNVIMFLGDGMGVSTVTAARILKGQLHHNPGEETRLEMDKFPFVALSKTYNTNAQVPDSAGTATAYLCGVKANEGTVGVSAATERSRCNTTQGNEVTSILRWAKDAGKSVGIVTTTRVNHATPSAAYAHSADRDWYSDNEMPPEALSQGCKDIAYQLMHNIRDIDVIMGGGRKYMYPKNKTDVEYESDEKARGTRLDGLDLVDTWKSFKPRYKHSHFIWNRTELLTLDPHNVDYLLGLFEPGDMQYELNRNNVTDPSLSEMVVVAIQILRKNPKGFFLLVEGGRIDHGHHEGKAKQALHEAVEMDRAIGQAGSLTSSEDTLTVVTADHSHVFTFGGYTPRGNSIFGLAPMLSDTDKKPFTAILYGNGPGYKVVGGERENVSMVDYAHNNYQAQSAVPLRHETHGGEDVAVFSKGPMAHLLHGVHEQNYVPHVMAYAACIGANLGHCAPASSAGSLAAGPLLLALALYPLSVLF
bIAP act: bovine intestinal alkaline phosphatase activators, primary screen, biochemical, bovine IAP, CDP-star luminescence; activation factor at 20 µM; purified bovine IAP, 30 min; hits give high values; fold of DMSO-control signal, blank-subtracted; 200,000 tested, 0.17% active; alkaline phosphatase, intestinal [Bos taurus];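 active = activation factor of 2 or more at 20 µM, a signal rise over negative controls twice the positive control's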
RAM inhibit: inhibitors of the yeast RAM network, primary screen, dse1pr::URA3 reporter, 5-FOA selection | S. cerevisiae dse1pr::URA3 reporter, 5-FOA growth OD615, 2 d; analog-sensitive cbk1-as2 kinase mutant strain | 190,000 tested, 1.8% active | inhibition, % at 50 µM | AID 868, 2007;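 active = inhibition above a set limit, 3 SD over mean compound inhibition, cut at about 8.4% in these data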;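 note: 0% = DMSO-only wells with no growth and 100% = 10 µM 1-NA-PP1 full growth; inhibition rescues growth on 5-FOA so higher OD means more RAM inhibition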
TNAP act hiacc: TNAP activators at high phosphate acceptor level, primary screen, biochemical, luminescence, uHTS. Alkaline phosphatase, tissue-nonspecific isozyme (Homo sapiens), P05186. purified TNAP, CDP-star luminescence, 1 M DEA, 30 min; hits give high values; 0 = EDTA background, 1 = DMSO-only activity. activation factor at 20 µM. 200,000 tested, under 10 active. AID 1136, 2008;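 active = activation factor at least 2 at 20 µM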
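Control set: EDTA negative control, DMSO positive control / Assay system: human TNAP / Quantity: TNAP 1/800 final / Evaluation: TNAP activation factor scaled between EDTA and DMSO control wells / Measured by: luminescent substrate turnover signal / Compound dosing: one dose, 20 µM / Times: 30 min enzyme reaction at room temperature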
APP 5UTR inh: inhibitors of APP translation via 5'UTR reporter, primary screen, APP 5'UTR luciferase, SH-SY5Y cells; SH-SY5Y APP 5'UTR-luciferase reporter, luminescence; inhibition, % at 2 µM; 190,000 tested, 0.82% active; AID 1285, 2008;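 active = inhibition above a set limit, derived from the sample mean plus 3 SD, cut at about 45% in these data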; note: values of inactives mirror those of a sister screen read the other way
TNAP inh no acc: human TNAP enzyme inhibitors, primary screen, biochemical, luminescent, no phosphate acceptor, uHTS; 200,000 tested, 0.26% active; inhibition, % at 20 µM; Alkaline phosphatase, tissue-nonspecific isozyme (Homo sapiens), P05186; purified TNAP, CDP-star luminescence, 30 min;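 active = tissue-nonspecific alkaline phosphatase inhibition above about 50% at 20 µM in the single-dose screen, limit read from the data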;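 note: 0% = DMSO negative control and 100% = EDTA positive control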
FLuc inhib CS: firefly luciferase enzyme inhibitors, primary screen, artefact control for luciferase-based inhibitor screens, biochemical, luminescence, ATPLite | 200,000 tested, 1.5% active | 10 min | AID 1006, 2008 | Luciferin 4-monooxygenase (Photinus pyralis), P08659 | inhibition, % at 10 µM;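 active = inhibition above about 50% when tested at 10 µM, limit read from the data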
Lmaj promast: Leishmania major promastigote growth inhibition, primary screen; 200,000 tested, 9% active; inhibition, % at 10 µM; Leishmania major promastigotes, resazurin fluorescence viability; in the data active = inhibition above about 50%;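 note: promastigotes grown with compound for 44 hours at 28 °C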
bIAP inh: bovine intestinal alkaline phosphatase inhibitors, primary screen, selectivity assay for TNAP inhibitor project, biochemical, bovine IAP, CDP-star luminescence; purified bovine IAP, 30 min; inhibition, % at 20 µM; AID 1019, 2008; 190,000 tested, under 10 active;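 active = over 50% inhibition of intestinal alkaline phosphatase at 20 µM in the single-dose screen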
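Assay system – bovine IAP enzyme · Quantity – bovine IAP at 1/65,000,000 final dilution · Detection – CDP-star luminescence signal · Times – 30 min reaction at room temperature · Also added – CDP-star substrate at 30 µM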
* marks the source's active call; other numbers are inactive results; · = no result given. Compounds were not picked by outcome, and some 13% of all compounds hit somewhere here.

Results follow in this order: FLuc act counter, TNAP inh hi DEA, bIAP act, RAM inhibit, TNAP act hiacc, APP 5UTR inh, TNAP inh no acc, FLuc inhib CS, Lmaj promast, bIAP inh
- O=c1oc2ccccc2c(Nc2ccc(F)cc2)c1[N+](=O)[O-]
  1, -3, 1, 0.8, 1, -4, 4, -4, 4, -4
- CC(C)(C)C(=O)c1cn(CC(=O)NCc2ccc3c(c2)OCO3)c2ccccc12
  1, 1, 0.8, 1.2, 1, -7, -4, -3, 20, 23
- C/C(=N/NC(=O)c1sc(=S)n(C)c1C)c1ccccc1
  1.1, -4, 1, 0.6, 1, 7, -1, -7, -3, -4
- CCCCN(C(=O)NC(=O)Nc1ccccc1OC)S(C)(=O)=O
  1.1, -6, 1, 0.7, 1.1, -7, -7, -8, -8, 4
- c1ccc(-n2nnnc2CN2CCOCC2)cc1
  1.1, -2, 1, 0.7, 1, -5, -3, -7, -5, 4
- O=C(NCCCN1CCCC1=O)c1ccc(CNS(=O)(=O)c2ccc(F)cc2)cc1
  1, -5, 0.9, 0.7, 1.1, ·, -11, -4, -1, 9
- O=C(Nc1ccc2c(c1)OCCO2)C1CCN(S(=O)(=O)c2cccc3nsnc23)CC1
  1, 2, 1, 3.0, 1, 17, -5, 0, -10, 4
- Cc1ccc(OCC(=O)Nc2ccccc2N2CCOCC2)c(C)c1
  1, -5, 0.9, 4.0, 1.1, -2, 3, -3, -1, 11
- Oc1ccc(N=Cc2sc3ccccc3c2Cl)cc1
  0.3, 7, 1.1, 0.4, 0.9, -37, 8, 66*, 3, -7
- CCO[C@@H]1OC(C(N)=O)=C[C@H](c2cn(C(C)=O)c3ccccc23)[C@H]1CCCO
  1.1, -4, 1.1, 2.6, 1, -7, -8, -5, -2, -9
- COC(=O)C1C2C=CC3(CN(Cc4cccs4)C(=O)C13)O2 (stereo not given)
  1, -8, 1, 1.1, 1.1, 2, -10, -2, -2, -4
- O=C(O)c1ccccc1Cc1nc2cc(Cl)ccc2c(=O)[nH]1
  1, 1, 1, 8.6*, 1, -16, -3, 0, -5, 1
- CC(C)N(Cc1nccn1C)C(=O)CC1C(=O)NCCN1Cc1ccccc1C(F)(F)F (stereo not given)
  1, -4, 1, 0.8, 1, 2, -6, -2, -1, -4
- CC(C)C[C@H](NC(=O)c1[nH]cnc1C(=O)N[C@@H](C)c1ccccc1)C(=O)OC(C)(C)C
  1, -6, 1.1, 1.8, 1.1, -3, -8, -4, 19, -5
- Cc1ccc(C(=O)COC(=O)CNC(=O)CN2C(=O)c3ccccc3C2=O)cc1
  1.1, -2, 0.8, 3.4, 1, ·, -6, -5, 3, 18

Individual results from the results shown:
O=C(Nc1ccc2c(c1)OCCO2)C1CCN(S(=O)(=O)c2cccc3nsnc23)CC1 – TNAP inh hi DEA: 2
COC(=O)C1C2C=CC3(CN(Cc4cccs4)C(=O)C13)O2 (stereo not given) – APP 5UTR inh: 2
Oc1ccc(N=Cc2sc3ccccc3c2Cl)cc1 – TNAP inh no acc: 8
c1ccc(-n2nnnc2CN2CCOCC2)cc1 – bIAP act: 1
CCCCN(C(=O)NC(=O)Nc1ccccc1OC)S(C)(=O)=O – TNAP act hiacc: 1.1

Other results:
Results follow in this order: FLuc act counter, TNAP inh hi DEA, bIAP act, RAM inhibit, TNAP act hiacc, APP 5UTR inh, TNAP inh no acc, FLuc inhib CS, Lmaj promast, bIAP inh
- COc1c(C)cc(Br)cc1C(=O)Nc1ccc(N2CCN(S(C)(=O)=O)CC2)cc1
  1, -6, 0.9, 6.5, 1.1, -15, -14, -2, -6, 7
- COc1cc(OC)cc(C(=O)N2CCN(C(=O)COc3ccc4ccccc4c3)CC2)c1
  0.6, -2, 1.1, -0.7, 1, -23, 3, 36, 2, -10
- COc1cc(NC(=O)C2CCCN(S(=O)(=O)c3cnc[nH]3)C2)cc(OC)c1 (stereo not given)
  1.1, -7, 0.9, -0.7, 1.1, 10, -12, -6, -6, 9
- C=CCN(c1ccccc1)S(=O)(=O)c1c(C)[nH]c(=O)[nH]c1=O
  1, -3, 1.1, 1.0, 1, 7, -12, 0, 1, -9
- Cc1ccc(C)c(NC(=S)NCc2ccc3[nH]c4c(c3c2)CCCC4)c1
  1, -1, 0.9, 2.3, 1, 47*, -14, -1, 41, 11
- COc1ccc(NCc2nnc(SCC(=O)c3ccc(OC)cc3)o2)cc1
  1, -2, 0.9, 3.6, 1, ·, -5, -5, 21, 11
- CC(OC(=O)c1ccc2c(=O)n3c(nc2c1)CCCCC3)C(=O)Nc1ccc(F)cc1Cl (stereo not given)
  1, 1, 0.9, -0.4, 1, -8, -5, 3, 56*, 13
- COc1ccc(NC(=O)COC(=O)CCCc2c[nH]c3ccccc23)cc1
  0.9, -2, 0.9, 0.9, 1, 5, -2, 6, -4, 10
- Cc1csc2nc(CNS(=O)(=O)c3ccc4c(c3)CCCC4)cn12
  1, -4, 0.9, 0.4, 1, 10, -1, -2, 17, 10
- Cc1nc2cc(O)ccc2n1C
  1, -1, 0.9, 1.2, 1, 3, -6, 0, -6, 7
- O=C(c1ccc(CN2CCc3ccccc3C2)cc1)N1CCCCC1
  1.1, -10, 0.9, 0.9, 1.1, 6, -18, -6, 63*, 5
- O=S1(=O)CCN2C(=N1)SC1=C2CCN(Cc2ccccc2)C1
  1, -4, 0.9, 0.7, 1, -22, -15, -4, -4, 8
- Cc1nn(C)c(C(=O)NNC(=S)NCc2ccco2)c1Cl
  1, 1, 1, 0.7, 1, -20, -151, -5, -1, 1
- Cc1ccc(NC(=O)CO/N=C(\N)c2nonc2N)cc1C
  1, -2, 0.9, 3.1, 1, 4, -14, -5, 47, 6
- O=C(Cc1ccccc1)NNC(=S)Nc1ccccc1
  1, -4, 1.3, 0.8, 1, -8, -108, 0, -8, -33
- CC(C)CNC(=S)NC(=O)c1ccccc1Cl
  1, 0, 0.8, -0.7, 1, -16, -22, -5, -4, 23
- COc1ccc(NC(=O)c2ccccc2Sc2ccc(NC(C)=O)nc2)cc1
  1, -2, 1.2, 3.3, 1, -7, 0, -2, -3, -21
- O=C(CSc1nc(-c2ccccc2)cs1)Nc1cccc([N+](=O)[O-])c1
  0.9, -2, 1, 12*, 1, -11, -2, 8, 4, -2
- CCN(Cc1ccccc1)C(c1ccccn1)c1nnnn1C(C)(C)CC (stereo not given)
  1.1, -3, 1, 0.1, 1, -10, -11, -7, 25, 2
- Cc1ccsc1C(=O)OCC(=O)c1cc2ccccc2o1
  1, -8, 0.8, 0.9, 1.1, -27, -4, 2, -5, 20
- CCOc1ccccc1NC(=O)CSc1ccc([N+](=O)[O-])cc1
  1, -2, 1.2, 2.6, 1, -5, -11, 0, -3, -16
- Brc1cccc(OCCN2CCCCC2)c1
  1, -3, 1, 1.2, 1, 3, -5, -3, 96*, 2
- Fc1ccc(NC(=S)NCCc2ccccc2)c(F)c1F
  1, -2, 0.9, -0.7, 1, -2, 0, -2, 5, 10
- O=C(CCCc1ccccc1)N1CCc2ccccc21
  0.5, -6, 0.7, 0.7, 1.1, -70, -10, 52*, -5, 26
- COc1ccc(C(=O)N2CCN(C(=O)c3ccco3)CC2)cc1
  1.1, -5, 1, 2.6, 1, -6, 2, -10, -10, 4
- Cn1c(-c2ccc(Br)cc2)cnc1NCc1cccnc1
  1, -4, 1, 1.8, 1, -13, -12, 0, 100*, 5
- O=C(OCCN1C(=O)c2ccccc2C1=O)c1cc(=O)[nH]c2ccccc12
  1, -2, 1, 1.6, 1, 17, -6, -3, -8, 2
- CC1CN(Cc2nc3c(c(=O)n(C)c(=O)n3C)n2Cc2cccc(Cl)c2)CC(C)O1 (stereo not given)
  1, 2, 1.1, 3.1, 1, -9, -9, -4, 7, -6
- CC(C)Sc1n[nH]c2nc3c(c(=O)n12)C1(CCCC1)Cc1ccccc1-3
  1.1, -5, 1, 5.2, 1, -15, -5, -5, -12, 2
- C=CCn1c(SCc2cc(=O)n3ccsc3n2)nc2cc(Cl)ccc2c1=O
  1.1, -2, 1, 3.4, 1, -6, -2, -6, 20, -2
- Cc1ccc(OCCSc2nnc(C)c(=O)n2N)cc1
  1, -6, 1, 1.4, 1.1, 17, -9, 1, 1, -1
- CC(C)/C(=N/Nc1ccccc1[N+](=O)[O-])c1ccccc1
  1, 8, 0.8, 0.1, 0.9, -15, 10, -4, -4, 25
- O=S(=O)(Nc1ccc2c(c1)nc1n2CCOC1)c1ccc(Cl)cc1
  1, 0, 1, 1.6, 1, 5, -7, -1, 12, 0
- COc1ccc(/C=C/C(=O)c2sc(-c3ccc(Cl)cc3)nc2C)cc1
  1, -2, 1, 3.9, 1, 10, -13, -1, 10, 3
- O=C(c1cnn2cccnc12)N1CCN(Cc2ccc3c(c2)OCO3)CC1
  1, 0, 1, 0.8, 1, 5, -7, -2, -7, 4
- COC(=O)c1ccccc1NC(=O)Nc1nnc(N2CCCCC2C)s1 (stereo not given)
  1, -4, 0.8, 0.3, 1, -17, -12, -1, -8, 16
- O=C(/C=C/c1ccccc1)Nc1ccc(Br)cn1
  0.9, -1, 0.7, 2.0, 1, 63*, -5, 11, 1, 25
- CN(CC(=O)Nc1ccncc1)S(=O)(=O)c1ccccc1
  1.1, -4, 1, 0.9, 1, 2, -4, -8, -2, 5
- COc1ccccc1C(OC(=O)c1cccs1)C(=O)NCc1ccco1 (stereo not given)
  1, -4, 1, 2.1, 1, -2, -16, -4, 2, -4
- CCCn1c(=O)c2ccccc2n2c(SCC(=O)/C(C#N)=C(\C)N)nnc12
  1, -1, 1, 7.2, 1, -7, -4, -4, 10, 1
- O=C(Cc1ccccc1)N1CCc2ccccc21
  1, -1, 0.9, 1.2, 1, 3, -2, 0, 6, 13

Three structures out of the list, ordered by molecular weight, rising:
Results follow in this order: FLuc act counter, TNAP inh hi DEA, bIAP act, RAM inhibit, TNAP act hiacc, APP 5UTR inh, TNAP inh no acc, FLuc inhib CS, Lmaj promast, bIAP inh
- Cc1nn(C)c(C(=O)NNC(=S)NCc2ccco2)c1Cl
  1, 1, 1, 0.7, 1, -20, -151, -5, -1, 1
- CC(C)Sc1n[nH]c2nc3c(c(=O)n12)C1(CCCC1)Cc1ccccc1-3
  1.1, -5, 1, 5.2, 1, -15, -5, -5, -12, 2
- CC(C)(C)C(=O)c1cn(CC(=O)NCc2ccc3c(c2)OCO3)c2ccccc12
  1, 1, 0.8, 1.2, 1, -7, -4, -3, 20, 23

Source: PubChem BioAssay
